Source: PubChem
ASAP1 GAP inh: ASAP1 ArfGAP inhibition | 360,000 compounds, 0.19% hits | inhibition, % at 16.5 µM | ASAP1-stimulated ARF1 GTP hydrolysis, GDP FP detection | AID 624377 | Q9ULH1; in the data active = inhibition above about 25%;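 note: 0% = vehicle with enzyme and substrate and 100% = no enzyme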
Target sequence (Q9ULH1 325-724 limits assumed): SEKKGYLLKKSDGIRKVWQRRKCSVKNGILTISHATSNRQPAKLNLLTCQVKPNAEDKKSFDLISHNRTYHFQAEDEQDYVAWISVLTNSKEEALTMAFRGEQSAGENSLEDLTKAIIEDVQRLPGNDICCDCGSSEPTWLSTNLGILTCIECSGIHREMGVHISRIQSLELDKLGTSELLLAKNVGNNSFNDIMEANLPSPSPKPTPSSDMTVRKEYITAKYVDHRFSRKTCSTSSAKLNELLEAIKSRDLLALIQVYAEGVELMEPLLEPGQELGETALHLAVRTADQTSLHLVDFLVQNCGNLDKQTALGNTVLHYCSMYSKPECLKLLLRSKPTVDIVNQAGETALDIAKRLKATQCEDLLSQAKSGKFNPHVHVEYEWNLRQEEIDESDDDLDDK
UHRF1 MBD2 ctr: UHRF1 methyl-DNA binding inhibition. 370,000 compounds, 0.75% hits. inhibition, % at 4.4 µM. UHRF1 binding to methylated oligo, TR-FRET; in the data active = inhibition above about 21%;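 note: UHRF1 SRA domain binding a hemimethylated CpG hairpin DNA probe; 0% = median of test compound wells and 100% = reference inhibitor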
DDE Tn6 FP inh: inhibitors of Tn6 peptide binding to human fibrin DD(E) | P02675 | Fibrin DD(E) TRITC-Tn6 fluorescence polarization displacement | inhibition, % at 8.3 µM | 370,000 compounds, 0.21% hits | AID 720509;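 active = inhibition above a per-campaign cutoff: mean of compounds within control limits plus 3 SD, cut at about 15% in these data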;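 note: 0% = median of all compound wells on the plate and 100% = blocking peptide control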
Target sequence (P02675 whole entry, looked up): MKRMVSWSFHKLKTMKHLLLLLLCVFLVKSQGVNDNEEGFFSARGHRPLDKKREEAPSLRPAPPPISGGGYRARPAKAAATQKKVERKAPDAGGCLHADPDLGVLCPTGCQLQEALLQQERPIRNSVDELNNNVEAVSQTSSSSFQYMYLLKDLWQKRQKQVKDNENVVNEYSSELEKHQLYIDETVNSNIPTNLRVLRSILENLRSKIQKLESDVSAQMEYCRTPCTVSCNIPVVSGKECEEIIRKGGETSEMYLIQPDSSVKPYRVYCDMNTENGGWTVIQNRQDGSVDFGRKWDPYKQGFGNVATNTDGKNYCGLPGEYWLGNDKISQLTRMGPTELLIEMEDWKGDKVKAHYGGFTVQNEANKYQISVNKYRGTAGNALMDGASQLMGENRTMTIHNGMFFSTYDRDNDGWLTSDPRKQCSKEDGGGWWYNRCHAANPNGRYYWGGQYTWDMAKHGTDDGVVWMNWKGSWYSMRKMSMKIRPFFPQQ
ARFGAP1 inh: inhibits rat ARF GTPase activating protein 1; AID 651572; Arfgap1-stimulated ARF1 GTP hydrolysis, GDP FP detection; inhibition, % at 16.5 µM; 360,000 compounds, 0.26% hits; Q62848;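 active = inhibition above a per-plate limit, mean inhibition of low control wells plus 3 SD, cut at about 25% in these data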;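 note: 0% = DMSO wells with enzyme and 100% = wells lacking Arfgap1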
Target sequence (Q62848 1-136 limits assumed): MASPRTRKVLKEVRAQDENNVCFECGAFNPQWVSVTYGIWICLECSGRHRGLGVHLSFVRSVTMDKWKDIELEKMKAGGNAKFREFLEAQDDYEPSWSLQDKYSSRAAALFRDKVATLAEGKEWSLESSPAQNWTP
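Material: rat Arfgap1 GAP domain (His6, aa 1-136), purified enzyme. Also added: human ARF1(Δ1-17)-GTP substrate. Compound dosing: 16.5 µM single point, 1.26% DMSO. Timing: enzyme reaction 120 min at 25 °C after 20 min preincubation. Signal: GDP detection by fluorescence polarization. Read-out basis: percent inhibition of GAP-stimulated GDP formation, scaled between DMSO and no-Arfgap1 medians.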
PLCg1 inh: PLC-gamma1 (human) inhibition, primary screen | purified PLC-gamma1, fluorogenic substrate, fluorescence | inhibition, % at 12.2 µM | 370,000 compounds, 0.84% hits | AID 720700; in the data active = inhibition above about 9.5%
Rev-erbA mod: Rev-erb alpha (human) modulation. P20393. Rev-erbα–FITC-DNA binding, fluorescence polarization, 90 min. activity, % at 10 µM. 370,000 compounds, 0.79% hits;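 active = activity above about 14%, limit read from the data; passing the limit was not always enough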;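 note: 0% = DMSO wells with 35 nM protein and 100% = DMSO wells with 750 nM protein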
PLCb3 inh: blocks human PLC-beta3 enzyme activity; Q01970; Purified PLC-beta3, fluorogenic substrate, fluorescence; inhibition, % at 12.2 µM; 370,000 compounds, 0.18% hits; in the data active = inhibition above about 11%;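 note: 0% = median of compound wells on plate and 100% = full blocker control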
KLK7 zymogen act: proKLK7 (human) activation, primary screen. P49862. purified proKLK7, EDANS-DABCYL substrate fluorescence; 100% is mature enzyme control, 0% vehicle. activation, % at 7 µM. 370,000 compounds, 0.9% hits;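 active = activation above the mean of all tested compounds plus 3 SD, computed per campaign excluding outliers beyond control limits, cut at about 13% in these data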
Tn7 DDE FP: inhibitors of Tn7 peptide binding to human fibrin DD(E) | P02675 | FP displacement of FITC-Tn7 peptide from fibrin DD(E); 0% = median of compound wells per plate | inhibition, % at 8.3 µM | 370,000 compounds, 0.13% hits;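 active = inhibition above the mean of compounds falling within the control limits plus 3 SD of them, cut at about 14% in these data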;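 note: 0% = plate median of compound wells and 100% = 10 µM Aha-Tn7 peptide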
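Test system – human fibrin DD(E) · Times – 10 min preincubation, 3 h with tracer, room temperature · Detection – fluorescence polarization of the labelled Tn7 tracer · Measure – percent inhibition normalized to high-control wells · Benchmarks – high control wells with 10 µM unlabelled Aha-Tn7 peptide (full inhibition) · Repeats – singlicate testing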
HGIII-sPLA2 inh: Inhibits HGIII-sPLA2 liposome hydrolysis, primary screen | Q9NZ20 | QFRET BODIPY PC-A2 liposome hydrolysis, fluorescence | inhibition, % at 12.2 µM | 370,000 compounds, 0.56% hits | AID 743126;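 active = inhibition above mean plus 3 SD of compounds lying within the high and low control bounds, cut at about 19% in these data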;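 note: 0% = median of test compound wells and 100% = no enzyme DMSO wells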
An asterisk follows results filed as active; / = not tested or not shown.

The opening 2 records, ahead of the listing:
SMILES	ASAP1 GAP inh	UHRF1 MBD2 ctr	DDE Tn6 FP inh	ARFGAP1 inh	PLCg1 inh	Rev-erbA mod	PLCb3 inh	KLK7 zymogen act	Tn7 DDE FP	HGIII-sPLA2 inh
Fc1ccc(CN2CCCCCCC2)c(F)c1	15	-1	-2	-5	4	3	9	-0.5	-4	-5
CCOC(=O)Cn1nc(/C=C/c2ccc(C)cc2)ccc1=O	-4	-4	-1	15	-302	2	-341	5.9	-8	-10

Results, repeating the preview:
SMILES	ASAP1 GAP inh	UHRF1 MBD2 ctr	DDE Tn6 FP inh	ARFGAP1 inh	PLCg1 inh	Rev-erbA mod	PLCb3 inh	KLK7 zymogen act	Tn7 DDE FP	HGIII-sPLA2 inh
Fc1ccc(CN2CCCCCCC2)c(F)c1	15	-1	-2	-5	4	3	9	-0.5	-4	-5
CCOC(=O)Cn1nc(/C=C/c2ccc(C)cc2)ccc1=O	-4	-4	-1	15	-302	2	-341	5.9	-8	-10
COc1ccc(NC(=O)c2cc3ccc(O)cc3o/c2=N\O)cc1	-6	2	-7	4	-15	7	-27	-1.5	-5	-17
O=C(Nc1ccc(S(=O)(=O)N2CCCCC2)cc1)C1CC1	15	1	6	5	3	3	0	-0.9	1	-2
CC1=CC(C)(C(Cl)Cl)C(C)=CC1=O (centres undefined)	-12	-1	-5	-8	-1	5	1	0.5	-2	2
COc1cc2c(cc1OC)C(C)N(S(=O)(=O)c1ccc(C)cc1)CC2 (centres undefined)	2	2	1	10	1	1	-3	0.0	-2	-8
CCCCc1cc(=O)oc2c(C)c(OCc3nn[nH]n3)ccc12	-10	0	1	5	-8	-5	-18	0.9	8	-7
COc1ccc(CC(=O)O/N=C(\N)Cc2ccc([N+](=O)[O-])cc2)cc1	-6	1	-4	6	4	2	-5	-0.4	-6	-6
CCCCn1c(CN(C)Cc2ccccc2)nc2c1c(=O)n(C)c(=O)n2C	2	1	2	-4	-2	2	-1	-0.5	-1	5
COc1ccc(C(c2nnnn2C2CCCC2)N2CCC(C)CC2)cc1 (centres undefined)	-17	-1	-1	-12	0	-2	1	0.5	2	-9
Cc1ccc(S(=O)(=O)NCC2CCN(C(=O)C(=O)c3cccs3)CC2)cc1	14	1	3	1	0	-6	0	-0.1	-2	0
CS(=O)(=O)c1ccc2nc(NC(=O)c3ccccc3Cl)sc2c1	4	2	9	-5	-1	2	-5	0.7	-3	1
COc1ccc(/C=N/NC(=O)CSCC(=O)Nc2ccccc2)cc1	9	-1	-3	14	-3	-3	0	0.8	-3	0
O=C(COC(=O)CCc1c[nH]c2ccccc12)NC(c1ccccc1)c1ccccc1	-2	-2	1	-19	8	-4	-1	0.4	-4	-105
O=C(Nc1ccncc1)c1cccc(S(=O)(=O)N2CCOCC2)c1	-3	1	-2	-4	1	2	-5	-0.4	-2	0
COc1cc2ccccc2cc1C(=O)N(CCN(C)C)c1nc2c(OC)ccc(OC)c2s1	-2	-1	-1	-1	-1	-4	-13	-1.3	-6	-8
Cc1cccc(CN2CCN(CC(=O)N3CCCC3)C2=O)c1	14	2	5	-7	0	-2	0	-0.1	1	-3
S=C(c1ccc2c(c1)OCO2)N1CCCCCC1	-4	0	4	-8	0	0	1	0.2	-4	4
Cc1c(C(=O)C(=O)N2CCN(C)CC2)c2ccccc2n1C	-3	0	-1	7	3	1	-3	0.5	2	3
C=CCn1c(SCC(=O)NCCOC)nnc1-c1cc2c(s1)CCC(CC)C2 (centres undefined)	-6	0	9	5	-3	1	-4	-0.3	-1	-3
CC(C)CC1NC(=O)c2cc(Cl)ccc2-n2c1nc1cc(F)ccc1c2=O (centres undefined)	2	1	-9	-1	8	4	7	0.9	-3	-3
Cc1cc(C(=O)N2CCCC(N3CCN(c4cccc(Cl)c4)CC3)C2)nc(C)n1 (centres undefined)	1	2	11	10	-1	2	-3	0.5	-1	5
Cc1c(NC(=O)c2ccccc2)cccc1[N+](=O)[O-]	9	2	0	0	0	-2	-2	0.0	2	11
Cc1ccc(C)c(S(=O)(=O)N2CCCC2CNC(=O)c2ccc([N+](=O)[O-])cc2)c1 (centres undefined)	-3	-2	0	-3	4	2	-1	0.1	0	-6
O=C(CCC1CCN(C(=O)c2ccco2)CC1)NCc1ccc(F)cc1	-3	-2	-4	2	1	2	-3	0.6	-6	2
CCn1c(SCC(=O)Nc2ccccc2N2CCOCC2)nnc1-c1ccccc1	-1	-3	-3	-4	-2	-6	1	0.1	1	-2
Cc1ccc(C(C#N)c2ccc(C(=O)c3ccc(F)cc3)cc2)cc1 (centres undefined)	13	2	9	-9	-1	4	-1	0.4	2	-4
CN1CCc2c(sc3c2C(=O)NC(/C=C/c2ccco2)N3)C1 (centres undefined)	5	-3	1	10	-28	-33	-38	-0.2	-4	2
CCCCCCc1cc2cc(C(=O)Nc3ccccc3)c(=O)oc2cc1O	-1	1	6	1	-7	91*	-9	-0.6	6	2
Cc1cn(CC(=O)NCCNc2ccc([N+](=O)[O-])cn2)c(=O)[nH]c1=O	-6	-3	1	5	0	3	4	-0.1	-7	4
O=S(=O)(c1ccc(C2CCCCC2)cc1)N1CCN(c2ncccn2)CC1	-2	7	0	-3	0	2	-1	0.4	2	5
CCOC(=O)N1CCN(C(=O)COC(=O)c2ccc(O)cc2O)CC1	-7	-3	-5	-1	1	-8	0	0.3	-2	0
CC(C)CN1C(Nc2ccccc2)=NC[C@@H]1C	5	0	-7	-1	0	-6	-3	0.1	-2	-10
O=C(O)CCS(=O)(=O)Cc1ccccc1Cl	11	9	-1	6	0	-5	1	0.0	-5	0
Cc1ccc(NC(=O)Cc2sc(C)nc2-c2ccc(C)cc2)cc1	6	4	0	3	5	3	1	0.3	-3	16
O=c1oc2cc(S(=O)(=O)NCCCO)ccc2c2ccc(S(=O)(=O)NCCCO)cc12	3	0	-10	4	-2	-2	-10	2.7	-6	-1
CCN(CC)c1cc(Oc2ccccc2)ncn1	-17	1	2	-21	1	2	2	-0.5	1	-2
O=C(OCc1ccccc1)c1ccccc1O	7	2	-9	5	6	3	0	-0.4	3	13
CCOc1ccc(N=c2scc(-c3ccc(OC)cc3)n2CCO)cc1	1	1	7	4	1	1	-1	0.4	-6	6
CC(C)CN1CCN(Cc2cccn2-c2cccnc2)CC1CCO (centres undefined)	11	7	-8	9	6	2	-16	-0.3	1	8
Cc1ccc(F)cc1C(=O)N1CCOCC1c1cc(C(=O)Nc2ccccc2)no1 (centres undefined)	-16	33*	3	-14	-2	6	1	0.0	7	0
CCc1nc2ccc(C(=O)NCC3CCCCC3)cn2c1N(C)C(=O)c1cccc(OC)c1	1	1	1	2	3	0	1	0.0	-7	1
Cc1ccc(OCC(=O)NNC(=O)CSc2ncc(C#N)c(N)n2)cc1	7	1	15	3	-2	1	-5	0.2	5	-5
CCOC(=O)N1CCC(N2C(=O)c3ccc(C(=O)NCCC(C)C)cc3C2=O)CC1	-7	1	9	3	-2	3	-4	-0.8	-2	-1
O=C(NCc1ccccc1)[C@@H]1CCCN1C(=O)[C@H]1CCCN1C(=O)c1c(F)cccc1F	2	1	-4	-15	3	-2	-1	-0.1	-2	17
CCOC(=O)Cc1csc(NC(=O)COc2ccc3ccccc3c2)n1	8	-2	2	6	7	5	-1	0.7	-3	-22
O=C(/C=C/c1ccc(Cl)cc1Cl)n1cccn1	-2	7	-2	5	-3	1	-56	-0.2	-2	6
O=S(=O)(c1ccc(NC(=S)NC2CC2)cc1)N1CCOCC1	-8	-1	-6	-11	0	-2	2	-0.1	2	6
O=C(NN=C1CCCCCC1)c1cc2ccccc2cc1O	0	-3	-19	-9	-51	5	-83	-0.7	-3	2
Cc1cccc(NC(=O)C2CCN(S(=O)(=O)c3c(C)c(C)cc(C)c3C)CC2)n1	8	1	-1	6	7	0	-4	-0.1	2	-14
O=C(CN(CC1CCCO1)C(=O)CNS(=O)(=O)c1ccccc1)NCc1ccc(F)cc1 (centres undefined)	5	1	2	9	0	-4	-8	-0.7	-5	-159
CCCCC(=O)Nc1ccc(C)c(O)c1	-8	5	3	4	9.6*	2	11*	0.5	-2	4
Cc1ccc(-c2cc(-c3ccccc3)c3c(N)c(S(C)(=O)=O)sc3n2)cc1	7	3	-3	0	-316	-4	-391	-7.2	3	1
CCC(C(=O)OC)n1cnc2c(nnn2-c2ccc(C)cc2)c1=O (centres undefined)	-12	6	-6	-8	0	-1	6	-0.1	-8	5
CC(=O)c1cccc(NC(=O)CSCc2ccc(Br)cc2)c1	-6	-5	2	7	0	4	0	0.6	6	-18
COC(=O)CC1CCc2cc(C)cc(C(=O)CC(C)C)c2O1 (centres undefined)	/	-2	2	/	-41	-4	-56	/	-3	0
CC(C)C(=O)N1CCC2(CC1)Oc1ccc(Cl)cc1C(=O)C21CC(c2ccccc2)=NO1 (centres undefined)	10	4	-2	-4	4	3	3	0.6	3	-9
O=C(N(c1ccccn1)c1ccccn1)C12CC3CC(CC(Cl)(C3)C1)C2	9	0	0	2	2	-3	-5	0.1	-7	0
O=C(N/N=C/c1c[nH]c2ccccc12)c1ccccc1	-7	0	13	1	-4	-1	-9	0.5	-6	11
Cc1cccc(C(=O)NC(=S)N(C)C2CCCCC2)c1	-20	0	3	-2	1	4	-2	0.1	0	7

Further structures follow:
SMILES	ASAP1 GAP inh	UHRF1 MBD2 ctr	DDE Tn6 FP inh	ARFGAP1 inh	PLCg1 inh	Rev-erbA mod	PLCb3 inh	KLK7 zymogen act	Tn7 DDE FP	HGIII-sPLA2 inh
CCCC(=O)Nc1ccc(C(=O)NNC(=O)COc2ccc(Br)c(C)c2)cc1	-17	7	-5	10	2	-5	-3	0.3	6	10
FC(F)(F)c1nnc(N2CCN(c3ccc(Cl)cc3)CC2)s1	-4	-3	1	3	-1	1	-6	0.1	4	-1
CC(C(=O)c1ccc(-c2ccccc2)cc1)[n+]1cccc(C(N)=O)c1 (centres undefined)	7	-1	8	5	-3	4	-8	0.4	5	1
c1ccc(CN2CCC3(CC2)Nc2ccccc2CO3)cc1	13	-2	-4	6	5	1	3	0.4	-12	8

Part of the list above in order of heavy-atom count, lowest first.
SMILES	ASAP1 GAP inh	UHRF1 MBD2 ctr	DDE Tn6 FP inh	ARFGAP1 inh	PLCg1 inh	Rev-erbA mod	PLCb3 inh	KLK7 zymogen act	Tn7 DDE FP	HGIII-sPLA2 inh
O=C(N/N=C/c1c[nH]c2ccccc12)c1ccccc1	-7	0	13	1	-4	-1	-9	0.5	-6	11
c1ccc(CN2CCC3(CC2)Nc2ccccc2CO3)cc1	13	-2	-4	6	5	1	3	0.4	-12	8
CC(C(=O)c1ccc(-c2ccccc2)cc1)[n+]1cccc(C(N)=O)c1 (centres undefined)	7	-1	8	5	-3	4	-8	0.4	5	1
O=C(N(c1ccccn1)c1ccccn1)C12CC3CC(CC(Cl)(C3)C1)C2	9	0	0	2	2	-3	-5	0.1	-7	0
